Screening data from PubChem.
SIRT5 block: inhibitors of human sirtuin-5 desuccinylase. Purified SirT5, succinyl-peptide AMC, trypsin-coupled fluorescence. inhibition, % at 15 µM. AID 652115. Q9NXA8. actives 1.1% (n = 330,000); in the data active means inhibition above about 15%; inconclusive means no clear call, values can overlap the other calls
Target sequence (Q9NXA8 whole entry, looked up): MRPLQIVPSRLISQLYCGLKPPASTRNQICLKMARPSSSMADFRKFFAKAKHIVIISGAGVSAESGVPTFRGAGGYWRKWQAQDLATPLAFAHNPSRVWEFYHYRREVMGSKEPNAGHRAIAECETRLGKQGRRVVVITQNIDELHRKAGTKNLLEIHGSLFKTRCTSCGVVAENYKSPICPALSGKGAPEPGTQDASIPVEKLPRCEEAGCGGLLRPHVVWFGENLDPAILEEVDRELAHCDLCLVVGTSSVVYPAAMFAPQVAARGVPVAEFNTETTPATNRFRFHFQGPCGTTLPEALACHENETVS
LGR2 inh: inhibitors of bursicon-induced Drosophila LGR2 receptor cAMP signaling | HEK293 LGR2, CRE-luciferase, bursicon-stimulated, 4 h | inhibition, % at 9.99 µM | actives 0.35% (n = 380,000) | AID 720647;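 active means drop in luminescence signal, shown as inhibition above about 50% in the replicate tests, limit read from the data, passing the limit was not always enough; inconclusive means probably only some replicates passing the limit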;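 further: agonist challenge used bursicon conditioned medium at about half maximal strength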
CASP6 VEID inh: blocks human caspase-6 cleavage activity; P55212; purified caspase-6, Z-VEID-R110 cleavage fluorescence; actives 0.53% (n = 350,000); inhibition, % at 12.5 µM;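 active means mean inhibition across replicates at least about 35%, with every replicate also reaching that limit, limit read from the data; inconclusive means only one of the two criteria met; inactive means neither criterion met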;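 further: 0% = median of neutral control wells and 100% = no fluorescence left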
Target sequence (P55212 24-179 limits assumed): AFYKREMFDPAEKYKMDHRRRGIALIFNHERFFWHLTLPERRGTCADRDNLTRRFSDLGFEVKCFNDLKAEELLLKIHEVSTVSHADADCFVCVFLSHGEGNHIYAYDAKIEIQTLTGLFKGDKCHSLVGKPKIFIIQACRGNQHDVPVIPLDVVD
Target sequence (P55212 194-293 limits assumed): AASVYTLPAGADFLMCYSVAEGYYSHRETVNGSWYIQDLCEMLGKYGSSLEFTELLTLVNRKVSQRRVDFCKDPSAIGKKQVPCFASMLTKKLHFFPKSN
PAX8 reporter: PAX8 transcriptional activity inhibition | RMG-I TPO-luciferase reporter, SteadyGlo, 24 h | inhibition, % at 12.6 µM | actives 1.2% (n = 360,000);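 active means mean replicate inhibition at least 60% with every replicate also reaching 60%; inconclusive means only one of the two criteria is met; inactive means mean below 60% and not all replicates reaching 60%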;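 further: luciferase light reporting Pax8 driven TPO promoter activity; plate controls were median of neutral control wells for no effect and mitoxantrone controls for full effect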
DENV2 CPE: inhibitors of DENV2 cytopathic effect. actives 1.7% (n = 350,000). DENV2-infected cells, cytopathic effect rescue, plate reader. AID 651640. CPE inhibition, % at 9.99 µM; in the data active means CPE inhibition above about 20%, passing the limit was not always enough; inconclusive means no clear call, values can overlap the other calls; tested in BHK-21 cells;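 further: 0% = median of neutral control wells and 100% = median of positive control wells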
EWS-Fli inh: EWS/Fli transcriptional activity inhibition; A673 NR0B1-luciferase reporter, viability-normalised; inhibition, % at 12.6 µM; actives 0.67% (n = 350,000); AID 651661;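 active means mean inhibition of at least 50% after viability correction, with every replicate also passing that limit; inconclusive means mean reaches 50% but only one of two replicates passes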;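 further: firefly luciferase signal divided by Alamar Blue viability fluorescence both relative to DMSO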
ARNT TACC3 PPI: disrupts binding between human ARNT and TACC3; inhibition, % at 9.99 µM; actives 0.66% (n = 390,000); AID 623870; AlphaScreen His-ARNT PAS-B/GST-TACC3 binding, luminescence; TACC3 fragment carries E629A point mutation;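 active means mean inhibition of replicates at least 50% and at least half of replicates each reaching 50%; inconclusive means half or more replicates reach 50% but mean below 50%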;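 further: 0% = complete ARNT plus TACC3 wells and 100% = ARNT alone without TACC3; many hits fall short of the cut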
The depositor's hits bear a star; ? = inconclusive; nt = not tested or not shown.

SMILES	SIRT5 block	LGR2 inh	CASP6 VEID inh	PAX8 reporter	DENV2 CPE	EWS-Fli inh	ARNT TACC3 PPI
O=C(CN1C(=O)NC2(CCOc3ccccc32)C1=O)c1ccc(F)cc1 (stereo unspecified)	-2	-14	2	11	?	7	-2
CC(C)C(OC(=O)c1cccs1)C(=O)NCc1ccc(F)cc1 (stereo unspecified)	-5	-4	0	2	12	4	nt
Cc1oc(-c2ccccc2Cl)nc1CSCC(=O)O	-3	13	-3	10	-10	11	-5
CO[C@H]1CN(C)C(=O)c2cc(NC(=O)Nc3ccccc3)ccc2OC[C@H](C)N(C(=O)CN(C)C)C[C@H]1C	-3	-15	0	nt	-9	-7	-5
CC(=O)c1cc2c(cc1NC(=O)c1cc(C)nn1-c1ccccc1)OCO2	-3	10	0	10	8	48	-2
CN(C)CC#Cc1ccc([C@H]2[C@@H](CO)N3C(=O)CN(C(=O)Cc4ccccc4)C[C@H]23)cc1	-3	17	nt	5	6	5	nt
CCCCC/C(=N\NC(=O)Nc1ccccc1)c1ccccc1	-4	9	1	13	-1	6	-18
CC(=O)N1[C@H](CO)[C@@H](c2ccccc2)[C@@H]1CN(CC1CCC1)C(=O)CN(C)C	0	-5	3	8	-12	-4	-8
COc1ccc(-n2c(=O)[nH]cc(C(=O)Nc3ccc4c(c3)OCO4)c2=O)cc1OC	3	-12	-1	nt	5	-10	0
CCN(CC)C(=O)Cn1cc(S(=O)(=O)CC(=O)NCCc2ccc(OC)c(OC)c2)c2ccccc21	-4	17	-1	-2	5	-6	3
C[C@@H]1CN([C@@H](C)CO)C(=O)c2cc(NC(=O)Nc3cccc4ccccc34)ccc2O[C@@H]1CN(C)Cc1ccc2c(c1)OCO2	-1	-6	-1	76*	17	2	-2
CN1CCCN(c2ccc([N+](=O)[O-])cc2)CC1	0	26	-3	-4	-2	3	-2
Nc1nc(SCC(=O)Nc2cccnc2Cl)n[nH]1	-2	-10	-4	-111	15	4	-2
COc1ccc(NC(=O)Nc2nc3c(s2)CCCC3)cc1	3	12	-1	-225	10	-137	2
CCN1CCN(CCCN(Cc2cccs2)C(=S)Nc2ccccc2C)CC1	-3	nt	0	7	2	8	6
CC(C)(C)c1ccc(-c2nc3n(c(=O)c2C#N)CCS3)cc1	-2	-6	0	-29	-10	-4	2
COc1ccc(NC(=O)N(C)C[C@@H]2OCCCC[C@@H](C)Oc3ccc(NC(=O)C4CCCCC4)cc3C(=O)N([C@H](C)CO)C[C@H]2C)cc1	4	9	2	nt	-6	10	nt
CC(=O)C1CCC2C3C=CC4=CC(=O)CCC4(C)C3CCC12C (stereo unspecified)	-1	6	-1	-1	-1	-1	nt
CC(=O)c1ccc(-n2cc(C#N)c(=O)[nH]c2=O)cc1	0	2	-3	8	-1	-19	-13
CCCN(CCC)S(=O)(=O)c1ccc(C(=O)Nc2cc3oc4ccccc4c3cc2OC)cc1	-10	nt	22	-4	2	36	-22
COc1ccc(-c2ccc(/C=C3/C(=N)N4C(C)=CSC4=NC3=O)o2)c([N+](=O)[O-])c1	nt	7	nt	11	nt	nt	-11
COc1ccc2c3c(n(C)c2c1)[C@@H](CO)N(Cc1ccccc1)CC31CN(C(=O)Nc2cccc(F)c2)C1	2	-2	3	nt	-4	3	nt
Brc1ccc(-c2nn[nH]n2)cc1	-1	3	0	7	?	12	-1
CC(SC1=Nc2ccccc2C2CC=NN12)C(=O)NC1(C#N)CCCCC1 (stereo unspecified)	-1	-5	3	25	6	4	0
O=S(=O)(NC1CCc2ccccc21)c1ccccc1 (stereo unspecified)	-3	11	1	8	-7	0	nt
CCOC(=O)C(=COC(=O)c1ccccc1)NC(=O)Cc1ccccc1	nt	5	-14	4	18	10	-1
COCCn1c(SCC(N)=O)nc2c(c1=O)SC(C)C2 (stereo unspecified)	0	15	0	0	8	-2	-5
COc1cc(=O)oc(CCC(C)O)c1C (stereo unspecified)	-2	-4	1	-13	-11	3	-6
COc1ccccc1-c1sc2ccccc2c1-c1ccc(Br)nc1	nt	-13	-2	12	25*	-3	-1
CCC1=NN2C(=N)/C(=C\c3ccc(OCCOc4ccc(NC(C)=O)cc4)c(OC)c3)C(=O)N=C2S1	-4	-15	-2	-2	13	-20	12
CC(=O)Nc1cc(-c2ccc(N3CCN(C)CC3)cc2)cn2c(-c3ccc(F)cc3)cnc12	nt	nt	-19	6	-8	42	nt
CCOc1ccc(CCNC(=O)c2cccc(S(=O)(=O)N3CCCC3)c2)cc1OCC	2	-15	-5	nt	-16	-8	-5
Cc1oc2ccc(O)c(CN(C)C)c2c1C(=O)c1ccccc1	nt	9	-3	3	7	1	5
CC(/C=C1\SC(=S)N(NC(=O)c2ccc(O)cc2)C1=O)=C\c1ccccc1	-3	-4	-4	21	-8	4	-2
C[C@@H]1CN([C@H](C)CO)C(=O)c2cc(NC(=O)CCCN(C)C)ccc2O[C@H]1CN(C)Cc1ccccc1	7	-15	3	0	-10	-3	-2
CC(=O)N1C[C@H]2CON(C)[C@H]2C[C@H]1c1ccc(-c2cccnc2)cc1	0	-1	0	0	-11	7	nt
Cc1nc(SCC(=O)Nc2cccc(C(=O)O)c2)n[nH]1	-2	9	-2	10	3	4	-1
Cc1c(CN(C)C(=O)c2nn(C)cc2[N+](=O)[O-])cnn1C	nt	1	nt	11	nt	nt	0
C[C@@H]1CN([C@@H](C)CO)C(=O)c2cc(NC(=O)CCCN(C)C)ccc2O[C@@H](C)CCCCO[C@@H]1CN(C)S(C)(=O)=O	-3	-1	-5	-16	10	-1	4
COC(=O)C(C)(C)c1cccnc1C#N	1	-19	10	-1	-6	-1	29
C[C@@H](O)C#Cc1ccc([C@H]2[C@@H](CO)N3CCCCN(C(=O)Nc4ccccc4)C[C@H]23)cc1	2	-3	5	5	16	-3	-4
CC(=O)N1CCN(c2ccc(NC(=O)c3ccc(Cl)c([N+](=O)[O-])c3)cc2)CC1	-6	2	-3	-6	1	-5	-2
CC(=O)c1c2c3c(c(Br)ccc3n(C)c1=O)C(=O)c1ccccc1-2	2	1	5	-9	4	nt	8
C[C@@H]1CCCCO[C@H](CN(C)S(C)(=O)=O)[C@@H](C)CN([C@H](C)CO)C(=O)c2cc(NS(=O)(=O)c3cn(C)cn3)ccc2O1	nt	9	0	-1	4	-3	-3
O=C(O)c1ccccc1/C=N/NC(=O)c1cc(-c2ccco2)nc2ccccc12	19*	19	61*	18	2	10	6
CC(C)NC(=O)NC(=O)COC(=O)c1ccc(S(=O)(=O)Nc2ccccc2)cc1	-2	31	0	-6	-4	10	-6
Cc1cccc(C)c1NC(=O)CN(C)C(=O)C(c1ccccc1)c1ccccc1	-2	17	1	-4	-1	-5	-13
CO[C@@H]1CN(C)C(=O)c2cc(NC(=O)Nc3ccccc3)ccc2OC[C@H](C)N(C(=O)Nc2c(C)noc2C)C[C@@H]1C	10	1	-1	9	2	2	33
COc1ccc(C(=O)C(OC(=O)c2ccccc2Cl)c2ccccc2)cc1 (stereo unspecified)	nt	-65	nt	-119	nt	nt	9
COc1cc(CNc2ccc(C(=O)O)cc2)cc(Br)c1OCC(=O)NC(C)(C)C	nt	1	nt	6	nt	nt	-5
Cc1cc2c(cc1C)C(c1cccc(F)c1)CC(=O)N2 (stereo unspecified)	-5	9	3	30	-6	13	-13
O=C(Cn1c(=O)oc2cc(S(=O)(=O)N3CCCC3)ccc21)N1CCc2ccccc2C1	-2	5	0	32	-2	1	-1
CCc1c(C(=O)NNC(=S)NCc2ccccc2)csc1C	nt	19	nt	15	nt	nt	-2
COc1ccc(C#Cc2ccc([C@@H]3[C@H]4CN(C(=O)Nc5ccccc5F)CCCCN4[C@H]3CO)cc2)cc1	0	5	0	5	-34	22	-3
O=CNc1cc(-c2ccccc2Oc2ccccc2)cn2c(-c3ccc(F)cc3)cnc12	-2	-12	0	49	-2	13	nt
COc1cccc(CNC(=O)CCC(=O)N2CC(C)Oc3ccccc32)c1OC (stereo unspecified)	-4	-23	2	-11	-2	2	-3
COc1cc(NC(=O)c2ccc(Cl)cc2)c(Cl)cc1NC(=O)c1cccnc1	-2	-8	-2	3	2	nt	-11
O=C(NC1C2CCCC1CN(C1CC1)C2)c1ccc(Cl)cc1 (stereo unspecified)	-4	-2	1	11	-1	3	-17
Cn1cc(-c2cnc3c(NC=O)cc(-c4cccc(C(F)(F)F)c4)cn23)cn1	-2	-6	4	45	27*	19	nt
O=C(C[C@@H]1CC[C@@H]2[C@H](COC[C@H](O)CN2Cc2cccc(-c3ccncc3)c2)O1)N1CCOCC1	nt	-4	nt	2	3	24	-1
Other records
SMILES	SIRT5 block	LGR2 inh	CASP6 VEID inh	PAX8 reporter	DENV2 CPE	EWS-Fli inh	ARNT TACC3 PPI
CN(C)CC(=O)N[C@H]1CC[C@H](CCNS(=O)(=O)c2ccccc2)O[C@@H]1CO	-2	-4	-85	9	-4	0	-22
COc1ccccc1S(=O)(=O)N[C@@H]1CC[C@H](CC(=O)N2CCCCC2)O[C@H]1CO	1	1	-1	-3	15	10	-33
C[C@H](CO)N1C[C@H](C)[C@H](CN(C)CC2CCCCC2)Oc2c(NC(=O)Nc3ccc(C(F)(F)F)cc3)cccc2C1=O	5	6	-5	nt	8	-1	5
O=C(Nc1ccccc1)N1CC(=O)N2[C@H](CO)[C@H](c3ccc(C#CC4CCCCC4)cc3)[C@H]2C1	10	8	0	nt	6	-2	nt
CC(=O)N1c2ccccc2Oc2cc3ccccc3cc21	nt	-49	nt	-57	nt	nt	-3
COc1ccc(NC(=O)N(C)C[C@H]2Oc3ccc(NC(=O)Nc4ccc(C(F)(F)F)cc4)cc3CC(=O)N([C@H](C)CO)C[C@H]2C)cc1	nt	-6	2	-12	-14	-4	-7
Cc1ccccc1CN1CCN(c2ccc(S(=O)(=O)N3CCCC3)cn2)CC1	0	-8	-2	22	3	12	3
CC(C)NC(=O)N(C)C[C@@H]1OCCCC[C@@H](C)Oc2ccc(NS(C)(=O)=O)cc2C(=O)N([C@@H](C)CO)C[C@H]1C	2	-14	-3	3	1	3	-5

Entries shown so far with fluorine, in the order listed:
SMILES	SIRT5 block	LGR2 inh	CASP6 VEID inh	PAX8 reporter	DENV2 CPE	EWS-Fli inh	ARNT TACC3 PPI
O=C(CN1C(=O)NC2(CCOc3ccccc32)C1=O)c1ccc(F)cc1 (stereo unspecified)	-2	-14	2	11	?	7	-2
CC(C)C(OC(=O)c1cccs1)C(=O)NCc1ccc(F)cc1 (stereo unspecified)	-5	-4	0	2	12	4	nt
COc1ccc2c3c(n(C)c2c1)[C@@H](CO)N(Cc1ccccc1)CC31CN(C(=O)Nc2cccc(F)c2)C1	2	-2	3	nt	-4	3	nt
CC(=O)Nc1cc(-c2ccc(N3CCN(C)CC3)cc2)cn2c(-c3ccc(F)cc3)cnc12	nt	nt	-19	6	-8	42	nt
Cc1cc2c(cc1C)C(c1cccc(F)c1)CC(=O)N2 (stereo unspecified)	-5	9	3	30	-6	13	-13
COc1ccc(C#Cc2ccc([C@@H]3[C@H]4CN(C(=O)Nc5ccccc5F)CCCCN4[C@H]3CO)cc2)cc1	0	5	0	5	-34	22	-3
O=CNc1cc(-c2ccccc2Oc2ccccc2)cn2c(-c3ccc(F)cc3)cnc12	-2	-12	0	49	-2	13	nt
Cn1cc(-c2cnc3c(NC=O)cc(-c4cccc(C(F)(F)F)c4)cn23)cn1	-2	-6	4	45	27*	19	nt
C[C@H](CO)N1C[C@H](C)[C@H](CN(C)CC2CCCCC2)Oc2c(NC(=O)Nc3ccc(C(F)(F)F)cc3)cccc2C1=O	5	6	-5	nt	8	-1	5
COc1ccc(NC(=O)N(C)C[C@H]2Oc3ccc(NC(=O)Nc4ccc(C(F)(F)F)cc4)cc3CC(=O)N([C@H](C)CO)C[C@H]2C)cc1	nt	-6	2	-12	-14	-4	-7
